FBW7 activator: human FBW7 E3 ligase activation, primary screen; Q969H0; actives 0.13% (n = 650,000); AlphaScreen FBW7–phospho-cyclin E peptide binding, activator screen; normalized activity (activation), % at 26.1 µM; in the data active means normalized activity above about 1.9%;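 further: purified mutant Fbw7 with reduced substrate affinity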
MITF inh: inhibitors of human MITF | O75030 | AlphaScreen MITF homodimerization, bead proximity signal | inhibition, % at 2.6 µM | actives 0.91% (n = 650,000); in the data active means inhibition above about 50%;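 further: 0% = vehicle wells with protein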
Target sequence (O75030 whole entry, looked up): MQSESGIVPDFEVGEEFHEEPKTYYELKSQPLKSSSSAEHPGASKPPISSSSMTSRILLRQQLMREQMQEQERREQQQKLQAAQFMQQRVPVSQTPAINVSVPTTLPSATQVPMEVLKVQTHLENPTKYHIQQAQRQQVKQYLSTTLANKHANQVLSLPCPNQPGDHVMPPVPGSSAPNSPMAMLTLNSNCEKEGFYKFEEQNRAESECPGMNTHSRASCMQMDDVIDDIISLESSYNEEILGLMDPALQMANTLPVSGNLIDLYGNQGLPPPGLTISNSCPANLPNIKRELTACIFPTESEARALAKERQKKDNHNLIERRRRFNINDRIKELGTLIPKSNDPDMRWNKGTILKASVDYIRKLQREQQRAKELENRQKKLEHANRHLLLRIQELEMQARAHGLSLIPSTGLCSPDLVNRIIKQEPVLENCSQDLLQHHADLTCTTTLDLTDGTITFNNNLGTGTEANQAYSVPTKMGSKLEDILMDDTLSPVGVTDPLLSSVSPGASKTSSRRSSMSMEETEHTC
GPR151 activ: activates the human receptor GPR151; Q8TDV0; PathHunter beta-arrestin GPR151 cells, luminescence; activation, % at 11.2 µM; actives 1% (n = 650,000); AID 1508602; in the data active means activation above about 4.9%;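 further: 0% = median of compound wells and 100% = cells with positive control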
Target sequence (Q8TDV0 whole entry, looked up): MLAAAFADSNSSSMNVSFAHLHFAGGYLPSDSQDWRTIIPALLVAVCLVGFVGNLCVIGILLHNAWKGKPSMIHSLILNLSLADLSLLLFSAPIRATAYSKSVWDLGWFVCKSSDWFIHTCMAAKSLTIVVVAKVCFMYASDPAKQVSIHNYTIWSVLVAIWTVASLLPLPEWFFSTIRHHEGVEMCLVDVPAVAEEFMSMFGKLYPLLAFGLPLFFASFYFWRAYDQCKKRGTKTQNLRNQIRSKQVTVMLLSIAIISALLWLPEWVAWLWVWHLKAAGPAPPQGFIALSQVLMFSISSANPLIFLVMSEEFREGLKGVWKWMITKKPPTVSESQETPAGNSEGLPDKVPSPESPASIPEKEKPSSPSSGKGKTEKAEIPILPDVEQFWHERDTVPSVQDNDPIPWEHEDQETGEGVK
TEAD-YAP block: TEAD-YAP interaction inhibition | HEK-TIYL cells, TEAD-Gal4/YAP UAS-luciferase luminescence | inhibition, % at 9.12 µM | AID 1259422 | actives 1.4% (n = 640,000); in the data active means inhibition above about 32%;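 further: 0% = median of test compound wells and 100% = reference inhibitor wells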
An asterisk follows results filed as active.

SMILES	FBW7 activator	MITF inh	GPR151 activ	TEAD-YAP block
CN1CCN(C(=O)c2ccc(S(=O)(=O)Cc3ccccc3Cl)c([N+](=O)[O-])c2)CC1	0.3	6	0.5	9
O=C(Nc1sc2c(c1C(=O)N1CCOCC1)CCCCC2)c1ccccc1	-0.1	0	-1.4	5
C/C=C/C=C/C(=O)NNC(=O)CC12CC3CC(CC(C3)C1)C2	0.5	8	0.6	6
Cc1ccc(N2C(=O)c3ccccc3S2(=O)=O)cc1S(=O)(=O)N1CCCCC1	-0.3	2	-0.7	4
COCCNC(=S)N/N=C1\CC(c2ccccc2)Oc2ccccc21 (stereo not drawn)	0.3	11	-0.4	11
CCOc1cc(CNCc2ccccc2)ccc1OCC(=O)NCc1ccccc1	0.2	-19	-0.3	8
Cc1c(C(=O)C(=O)N2CCc3ccccc32)c2ccccc2n1C	0.0	17	2.0	2
COc1ccc(CC2(CO)CCN(Cc3cc(CC(C)C)n[nH]3)CC2)cc1	-0.1	-12	0.5	3
COC(=O)C1CC(=O)N(Cc2ccccc2)C12CCN(Cc1ccccc1C)CC2 (stereo not drawn)	0.0	-3	0.2	10
COc1ccc(C)cc1S(=O)(=O)N(CC(=O)O)Cc1ccccc1	0.0	-17	-1.0	-7
COc1ccc(OC)c(CCNCc2c(C(=O)O)n(C)c3cc(OC)ccc23)c1	-0.2	2	2.4	6
CCCc1[nH]nc2c1C(c1ccc(OC(=O)N3CCOCC3)c(OC)c1)C(C#N)=C(N)O2 (stereo not drawn)	0.1	1	1.4	-8
CCCCN1C(=O)C(=O)c2cc(Br)ccc21	-0.2	4	2.3	41*
O=C(Nn1nnc2ccccc2c1=O)c1cccs1	-0.1	2	-0.2	-9
CCc1cc2c3c(c1)C(C)CC(C)(C)N3C(=O)C2=O (stereo not drawn)	-0.1	12	-1.0	16
O=C(Nc1ccc2[nH]ncc2c1)C(O)c1ccc(Cl)cc1 (stereo not drawn)	0.2	11	-0.1	-19
O=C(NCCCN1CCC(Cc2ccccc2)CC1)C1CC(=O)N(C2CCCC2)C1 (stereo not drawn)	0.0	3	0.0	0
Cc1ccc2c(c1)-c1c(sn(-c3ccc(Br)cc3)c1=S)C(C)(C)N2Cc1ccccc1	-0.2	-6	-0.6	6
COc1ccc(C(=O)N/C(=C/c2ccc([N+](=O)[O-])cc2)C(=O)Nc2ccc(F)cc2)c(Cl)c1	-0.1	-4	-1.4	0
Cc1ccc(-c2n[nH]c(=O)c3ccccc23)s1	0.0	9	3.8	7

Random excerpt: 2 records from the list
SMILES	FBW7 activator	MITF inh	GPR151 activ	TEAD-YAP block
CCCCN1C(=O)C(=O)c2cc(Br)ccc21	-0.2	4	2.3	41*
O=C(Nc1ccc2[nH]ncc2c1)C(O)c1ccc(Cl)cc1 (stereo not drawn)	0.2	11	-0.1	-19

Continued.
SMILES	FBW7 activator	MITF inh	GPR151 activ	TEAD-YAP block
CC(C)NC(=O)c1ccc2c(c1)C(=O)N(Cc1ccco1)C2=O	-0.2	6	-0.2	3
O=C(CN1C(=O)NC2(CCCC2)C1=O)NC1CCCCC1	0.1	3	0.3	-6
CC(=O)Nc1ccc(NC(=O)CN(c2cccc(C)c2)S(=O)(=O)c2ccccc2)cc1	0.1	2	-0.7	5
Cc1ccccc1OCCNc1cc(N2CCNCC2)ccc1[N+](=O)[O-]	-0.7	3	2.8	-16
O=C(CN1C(=O)c2ccccc2C1=O)Nc1nc(-c2cc3ccccc3oc2=O)cs1	0.7	4	-0.5	15
COc1ccc(C2C(C(=O)NCc3cccnc3)c3ccccc3C(=O)N2Cc2ccc(F)cc2)cc1 (stereo not drawn)	0.1	3	0.3	-3
N#Cc1ccc(N2C(=O)C3C4C=CC(C4)C3C2=O)cc1 (stereo not drawn)	-0.1	3	-0.7	-5
Cc1ccc(N2CCN(C(=O)c3cccc(Cl)c3)CC2)nn1	0.7	6	-0.6	0
CN(C)CCOc1cc(-c2cn[nH]c2)ccc1NC(=O)[C@@H]1Cc2ccccc2CN1	0.6	21	-2.5	0
CCOc1ccc(C2C(C(=O)OC(C)CC)=C(C)NC3=C2C(=O)CC(c2ccccc2)C3)cc1 (stereo not drawn)	1.4	17	0.7	-11

Part of the list above in order of number of heavy atoms, largest number first.
SMILES	FBW7 activator	MITF inh	GPR151 activ	TEAD-YAP block
O=C(CN1C(=O)c2ccccc2C1=O)Nc1nc(-c2cc3ccccc3oc2=O)cs1	0.7	4	-0.5	15
CN1CCN(C(=O)c2ccc(S(=O)(=O)Cc3ccccc3Cl)c([N+](=O)[O-])c2)CC1	0.3	6	0.5	9
CCc1cc2c3c(c1)C(C)CC(C)(C)N3C(=O)C2=O (stereo not drawn)	-0.1	12	-1.0	16

Single values from the results shown.
O=C(CN1C(=O)NC2(CCCC2)C1=O)NC1CCCCC1 in TEAD-YAP block shows -6
CC(=O)Nc1ccc(NC(=O)CN(c2cccc(C)c2)S(=O)(=O)c2ccccc2)cc1 in GPR151 activ shows -0.7
O=C(CN1C(=O)c2ccccc2C1=O)Nc1nc(-c2cc3ccccc3oc2=O)cs1 in TEAD-YAP block shows 15
CN(C)CCOc1cc(-c2cn[nH]c2)ccc1NC(=O)[C@@H]1Cc2ccccc2CN1 in GPR151 activ shows -2.5
Cc1ccccc1OCCNc1cc(N2CCNCC2)ccc1[N+](=O)[O-] in FBW7 activator shows -0.7

Next results:
SMILES	FBW7 activator	MITF inh	GPR151 activ	TEAD-YAP block
Cc1ccc(NC(=O)NC(=O)N(c2ccccc2)S(C)(=O)=O)cc1	0.0	0	0.8	4
O=C(O)c1cccc(-n2nnnc2-c2ccccc2)c1	0.2	-5	5.8*	-7
Cc1ccoc1C(=O)N1CCC(N2CCC(C(=O)NCCc3ccccc3)CC2)CC1	0.2	-7	0.0	5
COC(CNC(=O)c1ccc(-n2c(C)cc3c2CCCC3)cc1)OC	0.1	10	0.1	4
O=C(Nc1ccccn1)c1ccc(NC(=O)C(F)(F)F)cc1	0.7	12	-7.3	-43
C[n+]1cc(C(=O)NCCC[N+](C)(C)Cc2ccccc2)ccc1/C=N/O	-0.1	-6	-0.7	-5
O=C(O)CCN1C(=O)/C(=C/C(Cl)=C/c2ccccc2)SC1=S	-0.2	3	0.5	0
O=[N+]([O-])c1ccc(CS(=O)(=O)Nc2ccccc2Cl)cc1	-0.1	-9	-1.4	-4
Cc1ccc2nc(N3CCC(C(=O)N4CCc5ccccc5C4)CC3)nc(C)c2c1	0.3	-2	-0.2	-6
C=CCNC(=O)c1ccc2ccccc2n1	0.1	-1	0.3	-2
CC(C)(C)NC(=O)c1ccc(CN2CCOCC2)cc1	0.9	-2	-0.3	-7
O=C(NCc1ccccc1)Nc1nnc(N2CCCC2)s1	0.0	1	-0.4	-10
COc1ccc(/C=N/NC(=O)C(=O)Nc2ccc(Cl)c(Cl)c2)cc1	-0.2	-12	0.5	-3
CCCOc1ccc(C2C(C(=O)OC)=C(C)NC3=C2C(=O)CC(C)(C)C3)cc1OC (stereo not drawn)	0.1	5	0.0	-3
CCn1cc(C(=O)N(Cc2ccc(N(C)C)cc2)Cc2ccco2)c(=O)c2ccc(C)nc21	-0.1	-13	-0.6	31
COc1ccccc1OCC(=O)Nn1c(=S)[nH]c2ncccc2c1=O	-0.2	0	0.7	0
Cc1cc(C)c(N2C(=O)c3cccnc3C2=O)c(C)c1	0.2	18	0.0	10
CC1(C)Cc2cccc(Oc3ncccc3[N+](=O)[O-])c2O1	0.5	5	-1.1	-4
Cc1ccc([N+](=O)[O-])cc1S(=O)(=O)NC(C)c1ccc(Br)cc1 (stereo not drawn)	0.0	-5	-0.6	-5
CCOC(=O)c1cccc(NC(=O)CSc2nc3cc4c(cc3cc2C#N)OCCO4)c1	0.0	-10	0.2	2
CCN1CCCC1CNC1CCN(c2ccc(CC(=O)N3CCC(O)CC3)cc2)CC1 (stereo not drawn)	-0.1	11	0.1	6
CCOC(=O)c1c(NC(=O)c2cccs2)sc(C(=O)Nc2ccccc2)c1C	0.1	-17	-0.8	-1
CCOC(=O)C(C)Oc1ccc(Br)cc1C=O (stereo not drawn)	0.8	16	-1.7	19
CC(C(=O)Nc1ccc(Cl)c(Cl)c1)N1C(=O)c2ccccc2C1=O (stereo not drawn)	-0.1	-5	2.5	-2
O=C(CSCc1ccc([N+](=O)[O-])cc1)Nc1ccccc1F	-0.2	2	0.1	6
COc1ccccc1NC(=O)CSc1nc(N)c(NC(=O)c2ccco2)c(=O)[nH]1	-0.1	-2	-1.4	8
CCOC(=O)c1c(C)[nH]c(C(=O)COC(=O)Cc2c[nH]c3ccccc23)c1C	0.0	11	-0.8	10
COCCN1C(=O)CC(CC(=O)N2CCc3ccccc3C2)(c2ccccc2F)C1=O (stereo not drawn)	-0.2	1	1.4	3
CCOc1cccc(-c2cc(C(=O)N3CCN(C(=O)c4cc(-c5cccc(OCC)c5)nc5ccccc45)CC3)c3ccccc3n2)c1	0.2	7	-0.2	-5
O=C(NCCc1ccc(O)cc1)c1cnc(Nc2ccccn2)s1	0.2	16	-1.8	-10
COC(=O)c1cc(CNC(=O)CCC2CCCCC2)cc(NC(=O)Cc2cscn2)c1	0.1	12	-0.8	6
CC(=O)Nc1ccc(NC(=O)CCSc2ccc(Cl)cc2)cc1	0.0	0	3.9	-1
C(=NCC1OCCc2ccccc21)c1ccccc1 (stereo not drawn)	-0.1	0	0.9	7
COc1ccc(C(=O)COc2cc(=O)n3ccccc3n2)cc1OC	-0.1	0	-0.5	-13
CC(C)(C)c1ccc(C(=O)N/C(=C\c2cccc(Cl)c2)C(=O)N2CC3CC(C2)c2cccc(=O)n2C3)cc1 (stereo not drawn)	-0.2	13	0.4	5
COc1cc(OC)c(C(=S)N2CCN(CCO)CC2)cc1OC	-0.3	-5	1.3	4
O=C(Nc1cnn(-c2cccc(C(=O)Nc3ccc4[nH]ncc4c3)c2)c1)Nc1ccccc1Cl	0.4	14	-0.6	0
N#Cc1cc2c(=O)n3ccccc3nc2n(CCCN2CCOCC2)c1=O	0.0	6	-0.3	2
N#CC1=C(N)Oc2n[nH]c(-c3ccc4c(c3)OCO4)c2C1c1ccc(C(F)(F)F)cc1 (stereo not drawn)	0.3	4	-0.2	-2
COc1ccc(S(=O)(=O)Nc2ccc(S(=O)(=O)Nc3ncccn3)cc2)cc1	-0.1	-16	-0.6	-5

The list goes on; it opens with the four that closed the last part.
SMILES	FBW7 activator	MITF inh	GPR151 activ	TEAD-YAP block
O=C(Nc1cnn(-c2cccc(C(=O)Nc3ccc4[nH]ncc4c3)c2)c1)Nc1ccccc1Cl	0.4	14	-0.6	0
N#Cc1cc2c(=O)n3ccccc3nc2n(CCCN2CCOCC2)c1=O	0.0	6	-0.3	2
N#CC1=C(N)Oc2n[nH]c(-c3ccc4c(c3)OCO4)c2C1c1ccc(C(F)(F)F)cc1 (stereo not drawn)	0.3	4	-0.2	-2
COc1ccc(S(=O)(=O)Nc2ccc(S(=O)(=O)Nc3ncccn3)cc2)cc1	-0.1	-16	-0.6	-5
O=C(OCc1cc([N+](=O)[O-])cc2c1OCOC2)c1ccc(N2CCCCC2)c([N+](=O)[O-])c1	0.4	5	0.6	-6
CC(C)NC(=O)c1cnc2scc(-c3ccc(Cl)cc3)n2c1=O	-0.1	3	-0.7	5
O=C(NC[C@H](O)c1ccccc1)c1cncc(-c2ccc3[nH]ncc3c2)c1	0.0	14	-0.4	24
Cc1ccc(C(=O)OC2CC(n3cc(C)c(=O)[nH]c3=O)OC2CO)cc1 (stereo not drawn)	0.0	6	0.7	14
Cc1ccc2nc(-c3ccc(NC(=O)CN4CCN(CCO)CC4)cc3)sc2c1	-0.1	-4	2.1	-10
CC(=O)c1ccc(NC(=O)CSc2ccc(-c3cccs3)nn2)cc1	0.2	5	0.5	-6
C#CCN1C(=O)C(O)(CC(=O)c2ccc(C)cc2)c2cc(Br)ccc21 (stereo not drawn)	0.0	8	0.3	14
